Compound activity from PubChem BioAssay.
ARNT TACC3 PPI = disruptors of human ARNT/TACC3 interaction; Q9Y6A5; inhibition, % at 9.99 µM; AID 623870; hit rate 0.66% among 390,000; AlphaScreen His-ARNT PAS-B/GST-TACC3 binding, luminescence; TACC3 fragment carries E629A point mutation;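 active means mean inhibition of replicates at least 50% and at least half of replicates each reaching 50%; inconclusive means half or more replicates reach 50% but mean below 50%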;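 further: 0% = complete ARNT plus TACC3 wells and 100% = ARNT alone without TACC3; many hits fall short of the cut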
EWS-Fli block = EWS/Fli transcriptional activity inhibition; inhibition, % at 12.6 µM; A673 NR0B1-luciferase reporter, viability-normalised; hit rate 0.67% among 350,000;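 active means mean inhibition of at least 50% after viability correction, with every replicate also passing that limit; inconclusive means mean reaches 50% but only one of two replicates passes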;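 further: firefly luciferase signal divided by Alamar Blue viability fluorescence both relative to DMSO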
PAX8 reporter = inhibitors of PAX8 transcriptional activity in RMG-I cells; RMG-I TPO-luciferase reporter, SteadyGlo, 24 h; inhibition, % at 12.6 µM; AID 652154; hit rate 1.2% among 360,000;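 active means mean replicate inhibition at least 60% with every replicate also reaching 60%; inconclusive means only one of the two criteria is met; inactive means mean below 60% and not all replicates reaching 60%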;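 further: luciferase light reporting Pax8 driven TPO promoter activity; plate controls were median of neutral control wells for no effect and mitoxantrone controls for full effect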
DENV2 CPE = protects cells from dengue virus 2 cytopathic effect; DENV2-infected cells, cytopathic effect rescue, plate reader; CPE inhibition, % at 9.99 µM; hit rate 1.7% among 350,000; AID 651640; in the data active means CPE inhibition above about 20%, passing the limit was not always enough; inconclusive means no clear call, values can overlap the other calls; tested in BHK-21 cells;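 further: 0% = median of neutral control wells and 100% = median of positive control wells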
LGR2 inh = Drosophila LGR2 receptor signaling inhibition | AID 720647 | hit rate 0.35% among 380,000 | HEK293 LGR2, CRE-luciferase, bursicon-stimulated, 4 h | inhibition, % at 9.99 µM;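 active means drop in luminescence signal, shown as inhibition above about 50% in the replicate tests, limit read from the data, passing the limit was not always enough; inconclusive means probably only some replicates passing the limit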;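 further: agonist challenge used bursicon conditioned medium at about half maximal strength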
SIRT5 block = sirtuin-5 (human) deacylase inhibition | Q9NXA8 | inhibition, % at 15 µM | hit rate 1.1% among 330,000 | Purified SirT5, succinyl-peptide AMC, trypsin-coupled fluorescence; in the data active means inhibition above about 15%; inconclusive means no clear call, values can overlap the other calls
Target sequence (Q9NXA8 whole entry, looked up): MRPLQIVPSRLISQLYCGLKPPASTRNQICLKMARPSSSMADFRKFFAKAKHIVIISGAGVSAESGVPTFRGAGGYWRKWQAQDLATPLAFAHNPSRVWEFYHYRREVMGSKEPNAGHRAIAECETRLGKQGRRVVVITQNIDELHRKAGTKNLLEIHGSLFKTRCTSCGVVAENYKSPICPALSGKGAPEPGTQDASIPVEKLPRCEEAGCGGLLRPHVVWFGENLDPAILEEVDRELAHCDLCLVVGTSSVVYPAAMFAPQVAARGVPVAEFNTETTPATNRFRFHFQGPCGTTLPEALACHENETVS
Casp6 inh = caspase-6 (human) enzyme inhibition | P55212 | AID 686996 | inhibition, % at 12.5 µM | purified caspase-6, Z-VEID-R110 cleavage fluorescence | hit rate 0.53% among 350,000;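 active means mean inhibition across replicates at least about 35%, with every replicate also reaching that limit, limit read from the data; inconclusive means only one of the two criteria met; inactive means neither criterion met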;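 further: 0% = median of neutral control wells and 100% = no fluorescence left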
Target sequence (P55212 24-179 limits assumed): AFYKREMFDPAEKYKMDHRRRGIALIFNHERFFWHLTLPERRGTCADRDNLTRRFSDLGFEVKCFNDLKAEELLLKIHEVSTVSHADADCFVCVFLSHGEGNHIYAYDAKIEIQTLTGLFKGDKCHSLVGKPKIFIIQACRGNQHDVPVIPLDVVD
Target sequence (P55212 194-293 limits assumed): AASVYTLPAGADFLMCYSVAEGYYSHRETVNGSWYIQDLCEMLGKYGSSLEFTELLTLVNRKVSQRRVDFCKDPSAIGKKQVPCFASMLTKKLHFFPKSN
An asterisk follows results filed as active; ? = inconclusive; . = no result given. The order is random; any-hit rate near 4.9%.

The opening six compounds as a preview:
SMILES,ARNT TACC3 PPI,EWS-Fli block,PAX8 reporter,DENV2 CPE,LGR2 inh,SIRT5 block,Casp6 inh
O=C(OCC(=O)N1CCN(C(=O)COC(=O)c2ccccc2NCCO)CC1)c1ccccc1NCCO,-1,-4,-16,?,-6,-28,-2
C[C@@H]1CN([C@H](C)CO)S(=O)(=O)c2ccc(C#CC(C)(C)O)cc2O[C@@H]1CN(C)Cc1ccc(F)cc1,10,-2,-11,4,9,5,-2
CCC(CC)NC(=O)CSc1ccc(S(=O)(=O)N2CCOCC2)cn1,-13,3,-4,-3,17,8,2
CCN1[C@@H]2Cn3c(ccc(-c4cccnc4)c3=O)[C@H]1[C@@H](C(=O)NCc1ccccc1)[C@@H]2CO,-11,-3,-7,-4,21,1,2
Nc1c(C(=O)CSc2nnnn2-c2ccc(O)cc2)c(=O)[nH]c(=O)n1C1CC1,-8,-2,-5,0,3,3,5
O=C1CCCN2N=C(SCC(=O)Nc3ccc(Br)cc3)SC2=N1,3,1,5,?,-2,0,7

The list itself, from the first entry:
SMILES,ARNT TACC3 PPI,EWS-Fli block,PAX8 reporter,DENV2 CPE,LGR2 inh,SIRT5 block,Casp6 inh
O=C(OCC(=O)N1CCN(C(=O)COC(=O)c2ccccc2NCCO)CC1)c1ccccc1NCCO,-1,-4,-16,?,-6,-28,-2
C[C@@H]1CN([C@H](C)CO)S(=O)(=O)c2ccc(C#CC(C)(C)O)cc2O[C@@H]1CN(C)Cc1ccc(F)cc1,10,-2,-11,4,9,5,-2
CCC(CC)NC(=O)CSc1ccc(S(=O)(=O)N2CCOCC2)cn1,-13,3,-4,-3,17,8,2
CCN1[C@@H]2Cn3c(ccc(-c4cccnc4)c3=O)[C@H]1[C@@H](C(=O)NCc1ccccc1)[C@@H]2CO,-11,-3,-7,-4,21,1,2
Nc1c(C(=O)CSc2nnnn2-c2ccc(O)cc2)c(=O)[nH]c(=O)n1C1CC1,-8,-2,-5,0,3,3,5
O=C1CCCN2N=C(SCC(=O)Nc3ccc(Br)cc3)SC2=N1,3,1,5,?,-2,0,7
Cc1ccc(C(c2nnnn2C2CCCCC2)N2CCc3ccccc32)cc1 (stereo unspecified),3,.,1,.,-2,.,.
O=C(C[C@H]1CC[C@@H]2[C@H](COC[C@H](O)CN2S(=O)(=O)c2ccccc2)O1)NCCN1CCCC1,.,-12,-13,28*,0,3,-2
COc1ccc(/C(C)=N/Nc2nc3ccccc3nc2C)cc1,14,-28,18,-2,-24,-1,-2
Cc1noc(NS(=O)(=O)c2ccc(NC(=O)CCn3c(=O)oc4ccccc43)cc2)c1C,-2,2,21,8,8,1,-2
C[C@H](CO)N1C[C@H](C)[C@@H](CN(C)C(=O)Nc2ccc3c(c2)OCO3)Oc2ncc(C#CC3(O)CCCC3)cc2C1=O,4,-111,.,1,10,-4,-1
Cc1cccc2sc(N(CCCN(C)C)C(=O)c3ccco3)nc12,10,8,2,-7,-17,0,-1
O=C(NCc1ccccc1)NC1(C(=O)N2CCCC2)CCCCC1,.,.,-7,.,-17,-3,-1
COc1ccc([Si](C)(C)[C@@H]2[C@@H](CCO)O[C@]3(C(=O)N(c4ccccc4)c4ccccc43)[C@H]2C)cc1,19,21,93*,-1,.,12,0
Cc1ccc(C)c(S(=O)(=O)NCC(=O)OCC(=O)Nc2sccc2C(N)=O)c1,-4,-3,.,-2,5,0,5
CC1CCN(CC(=O)Nc2ccc(Cl)cc2[N+](=O)[O-])CC1,8,-6,4,-4,-12,-4,1
Nc1c(N(CCC2=CCCCC2)C(=O)C2CC2)c(=O)[nH]c(=O)n1Cc1ccccc1,9,-2,.,-11,-3,1,4
CN(C)CC(=O)N1CCCCN2[C@H](CO)[C@@H](c3ccc(-c4cccnc4)cc3)[C@@H]2C1,6,-7,-18,-1,18,-1,2
OC(COc1ccc(Br)cc1)CN1CCC(Cc2ccccc2)CC1 (stereo unspecified),-3,.,15,-5,0,30*,-1
COc1ccccc1C(=O)NCCn1cc(SCC(=O)Nc2nnc(C)s2)c2ccccc21,1,.,.,.,.,-2,1
CC(C)Cn1c(CCC(N)=O)nnc1SC(C)C(=O)Nc1ccc2c(c1)OCO2 (stereo unspecified),1,3,12,-9,8,-9,-1
COCCCNC(=O)C(=O)Nc1cc2c3c(c1)CCN3C(=O)CC2,-5,8,-7,-3,-2,-2,-2
Cc1ccccc1S(=O)(=O)N1CCCCN2[C@@H](CO)[C@H](c3ccc(C#CCN(C)C)cc3)[C@@H]2C1,7,-7,-7,.,1,.,.
C=CCN1C(=O)CSc2ccc(C(=O)NC3CCCCC3)cc21,0,.,6,12,2,-3,-1
COc1ccc(-c2nc3cc([N+](=O)[O-])ccc3o2)cc1,-1,-92,-134,3,-76,1,-5
COc1cc(C(=O)NCCCN(C)C)ccc1OCC(=O)Nc1cccc(C(F)(F)F)c1,5,-4,4,-1,-8,-5,-1
O=C(CNC(=O)C1CCCCC1)Nc1ccc(F)c(Cl)c1,-3,3,10,-2,6,-1,1
COc1ccc(Cl)cc1NC(=O)c1cc(-c2ccccc2)on1,-1,-6,-2,7,-23,0,1
CO[C@H]1CN(C)C(=O)c2cc(NC(=O)NC3CCCCC3)ccc2OC[C@@H](C)N(CC2CC2)C[C@@H]1C,-6,8,.,-1,-49,5,-1
O=[N+]([O-])c1ccccc1OCCCNCc1ccccc1,-2,-8,-9,4,4,8,-10
Cc1cc(=O)oc2cc(OCCSc3nnc(-c4ccccc4)o3)ccc12,-11,.,-16,.,-6,.,.
Cc1ccc(CNS(=O)(=O)c2cc3c(cc2C)NC(=O)CO3)cc1,-7,-7,2,-2,-11,1,-1
Cc1cccc2sc(N(CCCN(C)C)C(=O)c3ccc(Cl)s3)nc12,13,0,21,10,20,-4,1
C[C@@H]1CN([C@@H](C)CO)C(=O)c2cc(NC(=O)Cc3ccccc3)ccc2O[C@@H]1CN(C)C(=O)Nc1ccc2c(c1)OCO2,-3,-3,-16,3,4,-1,1
COc1ccc(N2CC(C(=O)Nc3ccc(S(=O)(=O)N4CCCC4)cc3)CC2=O)cc1 (stereo unspecified),2,10,4,-7,-11,4,0
CC(C)OCC1CO1 (stereo unspecified),.,-4,.,2,6,.,4

The list continues.
Molecule	ARNT TACC3 PPI	EWS-Fli block	PAX8 reporter	DENV2 CPE	LGR2 inh	SIRT5 block	Casp6 inh
CCCNC(=O)c1ccc(N2CCC3(CC2)CC(c2cccc(Br)c2)=NO3)c(NC(=O)c2ccccc2)c1	8	5	11	.	20	.	-1
COC(=O)c1ccc(OCC(=O)NC2CCCCCC2)cc1	.	-3	.	-6	10	-4	2
CC1=CC(=C(C#N)C#N)C=C(C)N1Cc1ccccc1	-7	3	-1	.	11	-4	3
Cc1ccc(CNc2ccc3c(c2)ncn3C(C)(C)C)cc1	9	-118	-181	-6	-55	-5	-6
CC(C)NC(=O)N1[C@H](CO)[C@@H](c2ccc(-c3ccc(F)cc3)cc2)[C@@H]1C#N	0	15	23	10	6	-4	3
CCN1[C@@H]2c3ccc(-c4ccc(F)cc4)c(=O)n3C[C@H]1[C@H](CO)[C@H]2C(=O)Nc1nccs1	8	15	.	-4	2	-4	1
COc1ccc(/C(C)=N/NC(=O)c2cccc(S(=O)(=O)N3CCCC3)c2)c(O)c1	40	-1	66*	2	31	2	-8
O=C(O)CCNS(=O)(=O)c1ccc2c(c1)CCCC2	0	6	0	0	-3	-14	2
COCCN(CCOC)C(=O)Nc1ccc(Cl)cc1	-6	-3	7	7	-23	-4	17
COc1ccc(F)cc1CN1CCN(C(=O)CCC(=O)Nc2nnc(C3CCCCC3)s2)CC1	-22	0	-13	-3	-5	0	.
COc1cc2c(cc1OC)C(c1ccc([N+](=O)[O-])cc1)NCC2 (stereo unspecified)	-1	8	37	1	0	1	-2
CC(C)(C)c1ccc(CC(=O)N2CCC2(C)C(=O)NS(=O)(=O)Cc2ccccc2)cc1 (stereo unspecified)	.	4	-6	-6	7	7	-1
Cc1ccc(CNC(=O)/C=C/c2cccs2)cc1	-3	-29	-20	2	-41	-3	5
CO[C@H]1CN(C)C(=O)c2cc(NC(C)=O)ccc2OC[C@@H](C)NC[C@@H]1C	-2	3	-32	-11	-3	-2	-1
Cc1ccc(C)c(N2CCN(C(=O)C3CCCCN3S(=O)(=O)c3ccc(F)cc3)CC2)c1 (stereo unspecified)	-5	17	.	-3	15	2	-2
CCC(=O)Nc1ccc2c(c1)OC[C@H](C)N(CCC(F)(F)F)C[C@H](C)[C@@H](OC)CN(C)C2=O	.	32	-29	10	9	1	-1
CC(=O)c1cn(CCOc2ccccc2C)c2ccccc12	-10	16	9	-12	-8	-2	1
NNC(=S)Nc1ccccc1Cl	6	-19	-101	16	-26	-26	-2
C[C@H](CO)N1C[C@H](C)[C@@H](CN(C)Cc2cccc(C(=O)O)c2)Oc2ncc(C#CC(C)(C)O)cc2C1=O	-12	-12	.	3	-5	-2	-2
CC1C=NC(S(=O)(=O)N2CC[C@@H]3[C@H](CO)N(C)c4ccc(C#Cc5cccnc5)cc4[C@@H]32)=N1 (stereo partly specified)	9	-7	-22	17	-5	.	.
O=C(CSc1n[nH]c(-c2cccs2)n1)N1CCCCC1	-5	-8	-32	?	-10	2	3
CC(C)CN(C(=O)CN1CCN(c2ccccc2O)CC1)c1c(N)n(CC(C)C)c(=O)[nH]c1=O	2	0	-11	1	1	-1	1
COc1ccc2nc(SCCN(C)C)[nH]c2c1	-2	-4	11	-2	2	2	-4
CCn1c(SCC(=O)NC(=O)NC(C)(C)C)nc2ccccc21	-11	0	4	1	-10	8	1
CC1(c2nnnn2Cc2ccccc2)CCC(=O)N1CCc1c[nH]c2ccccc12 (stereo unspecified)	.	-2	7	0	-1	.	0
Cc1noc(C)c1S(=O)(=O)Nc1ccc2c(c1)C(=O)N([C@@H](C)CO)C[C@@H](C)[C@@H](CN(C)C(=O)NC1CCCCC1)O2	.	9	.	-9	10	4	1
CNC[C@@H]1OCCCC[C@@H](C)Oc2ccc(NC(=O)CCC(F)(F)F)cc2C(=O)N([C@H](C)CO)C[C@@H]1C	3	-2	-10	6	-2	1	0
CCOc1ccc(CCNC(=O)COC(=O)Cn2cnc3ccccc3c2=O)cc1OCC	0	-2	-1	0	17	0	1
Cc1ccc(/C=N\NC(=O)CCc2n[nH]c(=O)[nH]c2=O)o1	.	-9	11	-4	25	-2	0
CCOc1cc(/C=N/Nc2nc(=O)[nH]nc2C)ccc1O	.	12	-16	.	0	3	4
O=C(NC[C@@H]1CC[C@@H](Cc2ccc(-c3ccccc3)cc2)O1)Nc1ccc(Br)cc1	-4	-19	-6	-14	-4	-9	-3
COc1ccccc1C1CC(c2ccc(NS(C)(=O)=O)cc2)=NN1C(=O)c1ccccc1 (stereo unspecified)	7	13	16	-1	-6	0	2
CC(=O)Nc1cccc(NC(=O)CSc2nnc3ccc(-c4ccncc4)nn23)c1	-2	-5	.	-5	-2	0	-2
